Screens as filed in PubChem.
SENP1 inh: blocks the human SENP1 SUMO protease catalytic domain | Q9P0U3 | recombinant SENP1 catalytic domain, CyPet-SUMO1-YPet FRET cleavage | inhibition, % at 10 µM | hit rate 0.21% among 360,000 | AID 624204;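 active means inhibition at least 30% at 10 µM, raw YFP signal under a set limit, fluorescence ratio 0.5 to 1.5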;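 further: 0% = enzyme with DMSO and 100% = no enzyme wells; some results filed as inactive read as strong as hits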
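Material: hSENP1 catalytic domain, recombinant; medium: Tris pH 8 with BME, BSA, NP40 and catalase; compound: single concentration of 10 µM compound, 0.5% DMSO final; technique: FRET read of cyan and yellow fluorescence; timing: 50 min enzyme reaction, room temperature, light-protected; reagent: SFCypet-SUMO1-SFYpet substrate at 25 nM; control set: no-enzyme low, enzyme-DMSO high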
ATG4B inhibitor: ATG4B (human) cysteine protease inhibition. hit rate 0.51% among 340,000. ATG4B cleavage of LC3-PLA2, NBD-HPC fluorescence, 1 h. inhibition, % at 8.33 µM. AID 504462. Q9Y4P1; in the data active means inhibition above about 40%
Target sequence (Q9Y4P1 whole entry, looked up): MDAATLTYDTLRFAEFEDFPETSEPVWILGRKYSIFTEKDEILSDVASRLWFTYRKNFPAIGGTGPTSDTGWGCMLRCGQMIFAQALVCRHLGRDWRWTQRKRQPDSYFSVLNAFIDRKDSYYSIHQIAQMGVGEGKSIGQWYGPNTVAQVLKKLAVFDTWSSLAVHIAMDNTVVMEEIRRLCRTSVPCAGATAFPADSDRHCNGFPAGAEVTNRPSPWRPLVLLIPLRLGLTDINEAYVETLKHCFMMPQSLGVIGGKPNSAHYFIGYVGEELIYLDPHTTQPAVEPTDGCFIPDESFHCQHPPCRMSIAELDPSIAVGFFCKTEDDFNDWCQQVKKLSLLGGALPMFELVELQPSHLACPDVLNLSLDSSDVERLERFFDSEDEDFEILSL
hIAP act: human IAP activation | P09923 | purified human IAP, CDP-Star luminescence, 30 min; hits give high values; 1 = vehicle-only enzyme, 0 = enzyme-free background | activation factor at 10 µM | hit rate 0.16% among 330,000 | AID 2524;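 active means activation factor of the enzyme at least 2-fold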; further: the source names both 10 and 20 µM as test concentration; values of inactives mirror those of a sister screen read the other way
Target sequence (P09923 whole entry, looked up): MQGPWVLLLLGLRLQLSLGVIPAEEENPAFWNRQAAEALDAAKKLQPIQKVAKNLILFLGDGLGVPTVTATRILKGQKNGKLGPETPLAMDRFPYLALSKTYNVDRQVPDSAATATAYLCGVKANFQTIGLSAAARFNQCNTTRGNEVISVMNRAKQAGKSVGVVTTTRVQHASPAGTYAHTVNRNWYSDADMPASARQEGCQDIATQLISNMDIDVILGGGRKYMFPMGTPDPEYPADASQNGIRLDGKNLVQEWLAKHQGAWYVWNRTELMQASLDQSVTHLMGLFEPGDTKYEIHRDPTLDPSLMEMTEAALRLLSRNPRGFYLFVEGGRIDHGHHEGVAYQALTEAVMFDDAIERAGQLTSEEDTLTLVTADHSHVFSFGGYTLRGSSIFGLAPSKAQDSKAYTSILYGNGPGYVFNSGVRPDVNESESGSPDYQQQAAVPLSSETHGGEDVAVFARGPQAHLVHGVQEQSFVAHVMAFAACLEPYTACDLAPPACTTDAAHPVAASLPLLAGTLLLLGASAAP
NR3A LBD binder: modulators (binders) of human NR3A ligand-binding domain | hit rate 2.5% among 340,000 | Tm shift relative to glycine control, % at 25 µM | NR3A LBD differential scanning fluorimetry, Tm shift; 0% = protein alone, 100% = glycine-bound protein;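 active means melting temperature shift of at least 10% of the positive control shift, at one fixed dose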
SENP6 inh: inhibitors of human SENP6 protease | Recombinant SENP6 catalytic domain, aminoluciferin luminescence | Q9GZR1 | hit rate 1.8% among 330,000 | inhibition, % at 10 µM | AID 2599;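 active means inhibition above about 50% at the single tested dose, limit read from the data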;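 further: plate controls were DMSO wells with enzyme for no effect and DMSO wells lacking enzyme for full effect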
SENP8 inh: SENP8 (human) protease inhibition; recombinant SENP8, Nedd8 substrate fluorescence; inhibition, % at 20 µM; hit rate 0.64% among 360,000; in the data active means inhibition mostly above about 40%, no sharp cut-off; inactive means mostly below about 27%
PfG6PD inh: PfG6PD (Plasmodium falciparum) enzyme inhibition. PfGluPho enzyme, NADPH resazurin-diaphorase fluorescence. inhibition, % at 20 µM. hit rate 0.78% among 350,000;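 active means inhibition reaching at least a set limit at 20 µM in the primary screen, cut at about 59% in these data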;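 further: 0% = DMSO wells with substrate and 100% = DMSO wells lacking glucose-6-phosphate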
MPTP inh: inhibitors of mitochondrial permeability transition pore | inhibition, % at 10 µM | isolated mouse mitochondria, Ca2+ swelling absorbance, 30 min | AID 602449 | hit rate 1.4% among 360,000;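 active means inhibition of 50% or more, scaled per plate between neutral and stimulator controls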;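 further: 0% = DMSO wells given calcium and 100% = 1 mM EGTA wells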
Active calls of the source: *; nt = no result given.

hIAP act	ATG4B inhibitor	SENP8 inh	SENP6 inh	PfG6PD inh	MPTP inh	SENP1 inh	NR3A LBD binder	Compound
0.97	0	8	5	-12	1.3	-20	1	Cc1ccc(C)c(Cn2c(C)nc3c(sc(=S)n3-c3ccccc3)c2=O)c1
1.1	-8	-11	-13	16	0.6	-4	3	COc1c(C)cccc1C(=O)Nc1cc(-c2nn3c(C)nnc3s2)ccc1C
0.99	-2	26	-2	-2	-0.3	3	-1	COc1ccc(OC)c(S(=O)(=O)N2CCC(C(=O)NCc3ccccc3)CC2)c1
1.1	2	-5	-14	11	0.9	3	1	Cc1sc2nc(SCC(=O)NCCO)n(-c3ccccc3)c(=O)c2c1C
1.1	-2	11	3	25	5.2	0	3	COc1ccc([C@H]2CC(=O)C=C(c3ccc(OC(F)(F)F)cc3)C2)cc1
nt	3	6	nt	-9	-0.8	1	0	COc1ccc(NC(=O)c2ccc(NC(=O)C3COc4ccccc4O3)cc2)c(OC)c1 (stereo not given)
1	-5	22	-10	-11	-1.1	-1	0	O=C1NC2(CCCC2)C(=O)N1CC(=O)N(Cc1ccccc1)c1ccccc1
0.76	-9	17	-2	-6	-0.7	0	2	C=CCN1C(=O)CSc2ccc(C(=O)N3CCC(C)CC3)cc21
nt	nt	22	nt	2	-0.8	3	nt	O=C(COC(=O)CNC(=O)c1ccccc1)NC12CC3CC(CC(C3)C1)C2
0.84	-5	-87	15	-10	1.3	1	-1	O=C(Nc1cccc2ccccc12)NC1CCCCC1
0.91	8	-6	-20	8	-0.4	-10	1	Cc1c(C)n(C)c2ccc(C(=O)N3CCN(c4ccccn4)CC3)cc12
nt	6	-86	nt	9	-18	10	-5	COc1ccc(C(=O)N/N=C(\C)c2ccc3c(c2)C2C=CCC2C(c2ccccc2)N3)cc1 (stereo not given)
1.1	-1	2	-10	-3	-2.4	1	-1	COc1cccc(CNC(=O)CCCn2ccc3cc(S(=O)(=O)N4CCCC4)ccc32)c1
0.97	-5	26	13	-3	-0.8	1	1	O=C(O)C1C2C=CC(O2)C1C(=O)NCc1ccc2c(c1)OCO2 (stereo not given)
1.2	10	15	-18	-7	0.4	2	0	O=S(=O)(c1ccc(F)cc1)N1CCN(Cc2ccccn2)CC1
nt	nt	-10	nt	-19	0.4	2	nt	COc1cc(NC(=O)C(C)(C)C)c(C(=O)OCC(=O)Nc2cc(C)on2)cc1OC
1	5	13	-11	-8	-0.7	0	1	CN1CCCC(OC(=O)c2ccc(S(=O)(=O)N(C)C)cc2)C1 (stereo not given)
1.3	22	-15	18	-3	0.4	-2	-2	Cc1ccc(S(=O)(=O)N2CCOCC2)cc1C(=O)Nc1nc2ccccc2[nH]1
1.1	4	0	-14	-10	-0.4	2	-1	Cn1cnc2cc(NC(=O)COc3ccccc3)ccc21
1.1	3	9	-9	-5	-0.8	3	-3	Cc1nc2scc(C)n2c(=O)c1S(=O)(=O)Nc1ccc(N2CCN(S(C)(=O)=O)CC2)cc1
1.1	-5	9	0	1	0.1	0	1	COCc1cc(NCc2ccc(Cl)cc2)nc(C)n1
0.86	4	11	6	8	3.1	-1	4	COCc1cc(C)nc(SCc2ccc(Br)cc2)c1C#N
0.98	-2	14	-21	-5	16	-17	-3	Cc1cc(C)c(-n2c(SCc3nc4ccccc4s3)n[nH]c2=O)c(C)c1
1	-5	18	-23	-4	0.7	2	0	Cc1c(NC(=O)c2ccc3c(c2)OCO3)c(=O)n(-c2ccccc2)n1C
0.71	10	23	1	18	13	33*	-4	CC1=NN(c2ccccc2)C(=O)/C1=C/C=C/C=C/N(C)C

Of the compounds above, these have an NH in an aromatic ring.
hIAP act	ATG4B inhibitor	SENP8 inh	SENP6 inh	PfG6PD inh	MPTP inh	SENP1 inh	NR3A LBD binder	Compound
1.3	22	-15	18	-3	0.4	-2	-2	Cc1ccc(S(=O)(=O)N2CCOCC2)cc1C(=O)Nc1nc2ccccc2[nH]1
0.98	-2	14	-21	-5	16	-17	-3	Cc1cc(C)c(-n2c(SCc3nc4ccccc4s3)n[nH]c2=O)c(C)c1

Later entries.
hIAP act	ATG4B inhibitor	SENP8 inh	SENP6 inh	PfG6PD inh	MPTP inh	SENP1 inh	NR3A LBD binder	Compound
0.92	-1	-271	3	-15	0.9	-15	-3	CC(C(=O)NCC1CCCO1)N(C(=O)c1snc(C(N)=O)c1N)c1cccc(F)c1 (stereo not given)
0.99	0	9	-7	5	18	-1	1	CN(CC(=O)Nc1ccc(F)cc1)CC(=O)N1CCCC1
0.96	-6	8	0	12	0.1	1	-3	C[C@H](CO)N1C[C@H](C)[C@@H](CN(C)C(=O)Nc2ccc(C(F)(F)F)cc2)Oc2c(NC(=O)CCC(F)(F)F)cccc2C1=O
1.1	-11	9	-45	13	0.5	-1	1	COc1ccc(CCN(C(=O)c2cccc(F)c2)C2CC(=O)N(c3ccccc3)C2=O)cc1 (stereo not given)
0.78	1	19	3	2	-1.0	-1	-1	CSc1nc(C)cc(OCC(=O)n2nc(C)cc2C)n1
1.2	-4	2	-4	4	-1.3	0	-6	CC(C)CN(C(=O)CN(C)CC(=O)Nc1ccccc1C#N)c1c(N)n(CC(C)C)c(=O)[nH]c1=O
nt	-12	3	nt	-4	-0.6	0	1	Cc1ccc(NC(=O)c2ncn(CCCN3CCN(c4ncccn4)CC3)n2)cc1C
0.93	-9	-1	0	3	-0.4	-4	1	O=C(CCC(=O)OCC(F)(F)C(F)F)Nc1ccccc1F
0.76	-6	8	3	81*	4.8	2	1	CCC1(C)CC(C(N)=S)CCO1 (stereo not given)
1.1	-8	8	-20	9	0.5	-3	-1	CN(Cc1nc(-c2cnccn2)no1)CC1CCN(Cc2ccccc2)CC1
1.1	-9	16	3	5	0.1	-3	1	COC(=O)CCC(=O)NC(=S)Nc1sc(C)c(C)c1C(N)=O
0.84	-8	5	-11	7	3.5	1	-2	O=C(N/N=C/c1cccs1)c1cccc(NC(=O)c2ccccc2Cl)c1
0.95	-17	2	-9	-5	0.2	1	-2	O=C(NCCCNC(=O)c1ccc(Cl)cc1Cl)c1ccccn1
1.1	3	11	-10	-12	1.9	3	-3	Cc1nc(CS(=O)(=O)c2ccccc2)cc(N2CCOCC2)n1
1.1	-2	-136	3	14	-0.8	1	0	Cc1ccc(-n2nc(C(=O)N3CCN(C)CC3)c3c4ccccc4n(C)c3c2=O)cc1
0.91	8	-64	-11	-18	-0.2	-2	11*	CCOC(=O)c1cc(-c2ccccc2)sc1NC(=O)COC(=O)c1ccc(Cl)c(S(N)(=O)=O)c1
1	3	12	10	-12	-1.8	1	0	O=C(NC1CCNCC1)C1CC1
1.1	-9	29	73*	33	0.3	2	2	Clc1ccc(-c2nnc(NC3=NCCCCC3)o2)cc1
1.1	-3	9	2	-7	0.8	4	-1	N#C/C(=C\c1ccc[nH]1)C(=O)NC1CC1
nt	nt	5	nt	2	0.2	2	nt	CCN(CC(=O)Nc1ccccc1C(F)(F)F)C(=O)c1ccc2c(c1)NC(=O)C(C)S2 (stereo not given)
1.2	3	7	4	10	0.3	2	1	O=C(CSc1nc2ccccc2[nH]1)NC1CCS(=O)(=O)C1 (stereo not given)
1.2	1	-8	-7	-23	1.6	1	-1	CC(C)NC(=O)CSc1nccc(-c2cccs2)n1
1.2	1	-1	-9	24	2.0	1	0	Cc1ccc(S(=O)(=O)NNC(=O)Nc2cccc(F)c2)c(C)c1
0.93	0	27	-5	-10	-0.1	0	-5	COc1ccc(CCN(C)CCC(=O)Nc2ccc(C)cc2)cc1OC
1	7	22	12	-3	2.1	0	-1	CCC1=[N+]([O-])C(C)(/C(C)=N\O)N(O)C1(C)C (stereo not given)

Compound profiles, from the list above:
`O=C(CCC(=O)OCC(F)(F)C(F)F)Nc1ccccc1F` is entered as hIAP act = 0.93; ATG4B inhibitor = -9; SENP8 inh = -1; SENP6 inh = 0; PfG6PD inh = 3; MPTP inh = -0.4; SENP1 inh = -4; NR3A LBD binder = 1
`Cc1nc(CS(=O)(=O)c2ccccc2)cc(N2CCOCC2)n1` is entered as hIAP act = 1.1; ATG4B inhibitor = 3; SENP8 inh = 11; SENP6 inh = -10; PfG6PD inh = -12; MPTP inh = 1.9; SENP1 inh = 3; NR3A LBD binder = -3

(list continues)
hIAP act	ATG4B inhibitor	SENP8 inh	SENP6 inh	PfG6PD inh	MPTP inh	SENP1 inh	NR3A LBD binder	Compound
1.2	-1	20	-24	52	5.0	-1	3	CCOC(=O)c1sc(=S)n(C)c1NC(=O)c1ccc(OC)cc1
0.91	-6	24	-2	20	6.4	-4	-6	CCOC(=O)c1c(NC(=S)Nc2ccccc2)sc(C)c1C
1	6	-2	-6	14	-1.8	-15	-1	O=C1CCC(=O)N1CNc1ccc(Oc2ccccc2)cc1
1.7	1	0	-21	14	70*	4	-8	Cc1ccc(-c2csc(NC(=O)CSc3nc(C)cs3)n2)cc1
1.1	-6	5	2	-9	-1.4	1	-4	C[C@@]12CCC3[C@@](CCC4[C@@]3(C)CCC[C@@]4(C)C(=O)N3CCOCC3)(CC1=O)C2 (stereo not given in full)
0.9	2	-4	0	-16	2.1	0	1	Nc1ncc(-c2ccccc2)n1CC1CCCO1 (stereo not given)
1.1	-7	-3	-13	-4	-0.7	1	-1	CCCN(CCC)CCNC(=S)Nc1ccc2nc3n(c(=O)c2c1)CCCCC3
0.79	0	21	-12	13	2.2	4	-1	O=C(NC1CC1)c1sc2cc([N+](=O)[O-])ccc2c1Cl
0.98	1	24	-11	-1	-0.7	-2	-1	CC(=O)Nc1ccc([N+](=O)[O-])c(CS(=O)(=O)c2ccc(C)cc2)c1[N+](=O)[O-]

Fetched by compound from the list above (3):
hIAP act	ATG4B inhibitor	SENP8 inh	SENP6 inh	PfG6PD inh	MPTP inh	SENP1 inh	NR3A LBD binder	Compound
1.1	-6	5	2	-9	-1.4	1	-4	C[C@@]12CCC3[C@@](CCC4[C@@]3(C)CCC[C@@]4(C)C(=O)N3CCOCC3)(CC1=O)C2 (stereo not given in full)
1.2	-1	20	-24	52	5.0	-1	3	CCOC(=O)c1sc(=S)n(C)c1NC(=O)c1ccc(OC)cc1
1.1	-7	-3	-13	-4	-0.7	1	-1	CCCN(CCC)CCNC(=S)Nc1ccc2nc3n(c(=O)c2c1)CCCCC3
